FBW7 act: human FBW7 E3 ligase activation, primary screen; normalized activity (activation), % at 26.1 µM; AlphaScreen FBW7–phospho-cyclin E peptide binding, activator screen; Q969H0; actives 0.13% (n = 650,000); in the data active = normalized activity above about 1.9%;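 also: purified mutant Fbw7 with reduced substrate affinity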
Target sequence (Q969H0 whole entry, looked up): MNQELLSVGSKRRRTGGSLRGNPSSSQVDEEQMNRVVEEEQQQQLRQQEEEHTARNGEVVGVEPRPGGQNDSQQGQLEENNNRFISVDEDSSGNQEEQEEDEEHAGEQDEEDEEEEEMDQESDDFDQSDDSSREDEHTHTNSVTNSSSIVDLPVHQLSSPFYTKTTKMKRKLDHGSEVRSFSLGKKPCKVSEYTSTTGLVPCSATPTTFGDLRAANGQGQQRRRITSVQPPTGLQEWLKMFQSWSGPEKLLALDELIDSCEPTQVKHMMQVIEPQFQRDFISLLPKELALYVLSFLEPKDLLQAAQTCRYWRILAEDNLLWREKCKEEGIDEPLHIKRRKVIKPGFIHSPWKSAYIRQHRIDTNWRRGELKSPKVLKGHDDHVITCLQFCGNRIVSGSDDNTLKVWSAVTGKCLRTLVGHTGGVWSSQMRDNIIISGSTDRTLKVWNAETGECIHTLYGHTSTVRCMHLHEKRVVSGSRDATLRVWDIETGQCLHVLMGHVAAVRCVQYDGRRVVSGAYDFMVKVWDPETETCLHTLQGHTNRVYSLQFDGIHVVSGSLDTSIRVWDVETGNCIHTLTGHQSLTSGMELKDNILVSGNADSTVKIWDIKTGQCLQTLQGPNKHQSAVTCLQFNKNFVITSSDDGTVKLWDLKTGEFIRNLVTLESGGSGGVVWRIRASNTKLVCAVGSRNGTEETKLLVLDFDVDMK
GPR151 activ: activators of human GPR151; Q8TDV0; PathHunter beta-arrestin GPR151 cells, luminescence; activation, % at 11.2 µM; actives 1% (n = 650,000); AID 1508602; in the data active = activation above about 4.9%;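 also: 0% = median of compound wells and 100% = cells with positive control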
TEAD-YAP block: TEAD-YAP interaction inhibition; HEK-TIYL cells, TEAD-Gal4/YAP UAS-luciferase luminescence; inhibition, % at 9.12 µM; actives 1.4% (n = 640,000); in the data active = inhibition above about 32%;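 also: 0% = median of test compound wells and 100% = reference inhibitor wells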
MITF primary: blocks human microphthalmia-associated transcription factor | AID 1259374 | inhibition, % at 2.6 µM | AlphaScreen MITF homodimerization, bead proximity signal | actives 0.91% (n = 650,000) | O75030; in the data active = inhibition above about 50%;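 also: 0% = vehicle wells with protein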
An asterisk follows results filed as active; & = joins results of further samples.

SMILES | FBW7 act | GPR151 activ | TEAD-YAP block | MITF primary
Cc1ccc(NS(=O)(=O)c2ccc(OCC(=O)NC3CCCCC3)cc2)cc1 | -0.3 | -0.4 | -4 | -12
CC(C)n1cnc2c(NCCOc3ccccc3)nc(Nc3ccc(N4CCOCC4)cc3)nc21 | -0.1 | -1.3 | 1 | 21
COc1ccc(OCC2c3cc(OC)c(OC)cc3CCN2C(=O)c2ccc(OC)cc2)cc1 (stereo not given) | -0.2 | 0.9 | 0 | -3
CCCN(CCC)C(=O)CSc1nc2ccccc2c(=O)n1C1CCCC1 | -0.1 | -1.1 | -9 | 3
CCOc1cc(/C=N/n2cnnc2)cc(Cl)c1OCc1ccc(F)cc1 | -0.1 | 0.2 | 5 | -3
O=C(Cc1c(C(=O)O)[nH]c2ccc(Cl)cc12)NCc1ccc2c(c1)OCO2 | 0.1 | 1.4 | 6 | 4
CCOc1ccc(Br)cc1S(=O)(=O)N1CCC(C(=O)O)CC1 | -0.1 | 0.2 | -7 | -17
O=C(O)CNC(=O)C1CCCCC1 | -0.1&0.4 | -0.3&1.2 | 10&-3 | 5&-22
CCN1CCN(CCCNc2cc(NCCO)c([N+](=O)[O-])c3nonc23)CC1 | -0.1 | -0.3 | -1 | 3
COc1ccc(Cl)cc1C(=O)Nc1ccc2nc(N3CCN(c4ncccn4)CC3)cc(C)c2c1 | 0.0 | 1.5 | -3 | 2
CC(C)(C)c1ccc(OCC(=O)NCc2cccnc2)c(Br)c1 | -0.1 | -1.5 | -15 | -5
O=C(CCn1c(=O)c2cccn2c2cccnc21)NCCCN1CCCC1=O | 0.5 | 4.5 | -8 | -10
Cn1cccc1CC(=O)N/N=C\c1c(F)cccc1Cl | 0.0 | -0.4 | 7 | 12
O=C(CCC(=O)Nc1nc(-c2cc3ccccc3oc2=O)cs1)NCCN1CCCC1 | -0.1 | -8.1 | -64 | 11
COc1cc(CN2CCN(CCOCCO)CC2)cc(OC)c1OC | -0.1 | -1.0 | 0 | 12
CC1(C)CC(c2ccc(F)cc2)(C(CN)CO)CCO1 (stereo not given) | 0.0 | 0.0 | -7 | -9
CCn1c(=O)c2cc(C(=O)N(Cc3ccco3)CC3CCCO3)sc2c2ccccc21 (stereo not given) | -0.2 | 0.3 | -3 | -17
CC(NC1CC(=O)N(c2ccccc2)C1=O)C12CC3CC(CC(C3)C1)C2 (stereo not given) | 1.4 | 0.6 | 4 | 5
O=C(NCC1CCCO1)c1ccc2c(=O)n(-c3ccccc3)c(=S)[nH]c2c1 (stereo not given) | -0.1 | 3.9 | -7 | -4
COc1ccc(C(=O)CC(=O)c2ccc3ccccc3c2O)cc1 | 0.2 | -1.7 | -2 | 15
O=[N+]([O-])c1cccc(S(=O)(=O)N2CC3C4C=CC(C4)C3C2)c1 (stereo not given) | -0.1 | 1.2 | -1 | 11
O=C(NCc1cccc(F)c1)N1CCC2(CC1)OCc1cc(F)ccc1O2 | -0.1 | -0.3 | 1 | 0
Cc1ccc([N+](=O)[O-])cc1S(=O)(=O)NCC(=O)O | 0.0 | -0.5 | 9 | 18
NNC(=O)c1sc2cc(Cl)ccc2c1Cl | -0.1 | 0.6 | 4 | -10
O=C1CC(c2cccc([N+](=O)[O-])c2)Sc2nc(C34CC5CC(CC(C5)C3)C4)nn21 (stereo not given) | -0.2 | 0.1 | -8 | -1
NC(C(=O)N1CCC(C(=O)Nc2ccc3[nH]ncc3c2)CC1)c1ccc(-c2ccccc2)cc1 (stereo not given) | 0.2 | 1.7 | -2 | 3
O=C(Nc1ccc2oc(-c3ccc(Br)cc3)nc2c1)c1cccc(F)c1 | 0.3 | 0.7 | -9 | 8
O=C(Nc1ccc(F)cc1)C(Cl)N1CCN(c2ncccn2)CC1 (stereo not given) | 0.0 | 2.2 | 8 | 4
CCCNC(CC(=O)Nc1cccc([N+](=O)[O-])c1)C(=O)O (stereo not given) | 0.1 | 0.2 | 6 | 5
Clc1ccc(N2CCN(c3ccc(Cl)cc3)C2c2ccccc2)cc1 | -0.1 | -2.2 | -5 | -9
CCOC(=O)C1=NN(C(C)=O)C2C(=O)N(c3ccc(CC)cc3)C(=O)C12 (stereo not given) | 0.1 | 0.1 | 5 | 6
NC(=O)CSc1ccc2nnc(-c3ccccc3)n2n1 | 0.0 | 0.9 | 5 | 1
CCCNc1nc(Cl)nc2c1ncn2CCN1CCCC1=O | 0.0 | -1.4 | -11 | 0
COc1cccc(NC(=O)c2oc3ccccc3c2NC(=O)COc2cccc(OC)c2)c1 | 0.1 | 0.6 | -6 | 9
COC(=O)CN(c1cccc(C)c1C)S(C)(=O)=O | 0.0 | 0.0 | -1 | 15
CCCCc1ccc(C(=O)N/C(=C\c2ccc(C)cc2)C(=O)Nc2ccccc2Cl)cc1 | 0.1 | 1.7 | -4 | 3
COc1cccc(C2C(C(=O)OC3CCCC3)=C(C)NC3=C2C(=O)CCC3)c1 (stereo not given) | 0.2 | -0.9 | -9 | -4
CCOC(=O)c1sc2nc(Cc3ccccc3)nc(NCCCN3CCOCC3)c2c1C | -0.1 | 0.8 | -11 | 4
Cc1cccc(Oc2ccc(N3C(=O)C4CCC(C)CC4C3=O)cc2)c1 (stereo not given) | -0.1 | 0.5 | 9 | -5
O=C(c1ccc(Br)s1)N1CCC[C@@H]1[C@@H](O)c1nccs1 | 0.1 | -0.2 | 1 | 14
NC(=O)c1ccccc1NC(=O)CC1(CC(=O)O)CCCC1 | 0.2 | -1.7 | -3 | 17
CCCC(=S)N=c1scc(CC(=O)OCC)n1C | 0.1 | -0.8 | -6 | 2
CN1CCCc2cc(CN3CCc4c(nc(N5CCOCC5)[nH]c4=O)C3)ccc21 | 0.0 | 2.3 | 12 | 18
CSc1ccc(NC(=O)C2CC23CCN(C(=O)c2ccoc2)CC3)cc1 (stereo not given) | 0.2 | 0.6 | -1 | 13
CCCCNC(=O)c1cnn2c(C)c(Cc3ccccc3C)c(C)nc12 | 0.0 | -3.2 | 8 | 7
O=C(/C=C/c1ccco1)CC(O)(c1ccccc1)C(F)(F)F (stereo not given) | 0.0 | -0.4 | -5 | 6
O=C(O)CSc1nc(-c2ccccc2)cc(C(F)F)n1 | -0.1 | -1.0 | 1 | -3
Cc1ccc(C(=O)N2CCN3C(=O)CN(C)C(=O)[C@H]3C2)cc1 | 0.1 | -0.6 | -3 | 9

Part of the list above, comma-delimited.
SMILES,FBW7 act,GPR151 activ,TEAD-YAP block,MITF primary
COc1ccc(OCC2c3cc(OC)c(OC)cc3CCN2C(=O)c2ccc(OC)cc2)cc1 (stereo not given),-0.2,0.9,0,-3
CCCN(CCC)C(=O)CSc1nc2ccccc2c(=O)n1C1CCCC1,-0.1,-1.1,-9,3

(list continues)
SMILES | FBW7 act | GPR151 activ | TEAD-YAP block | MITF primary
CCOC(=O)C1=C(C)N=c2s/c(=C/c3cnn(C)c3C)c(=O)n2C1c1ccc(Cl)cc1 (stereo not given) | 0.1 | 0.3 | 6 | 9
COC(=O)c1cc(S(=O)(=O)N2CCCCC2C)c[nH]1 (stereo not given) | -0.2 | 0.8 | -9 | -9
Cn1nnnc1SC/C=C/c1ccc([N+](=O)[O-])cc1 | -0.2 | 1.5 | -23 | 1
COc1cc(C2C(C#N)=C(N)Oc3c2c(C)nn3-c2ccccc2)cc(OC)c1OC (stereo not given) | 0.1 | 0.8 | -3 | -8
Cc1cc(NC(=O)c2cccc3ccccc23)cc(C)c1OCC(=O)N1CCOCC1 | -0.2 | 0.1 | -1 | 4
NC(=O)c1ccc(-c2cc(C(N)=O)ccn2)cc1 | 0.3 | -1.6 | 15 | 7
COc1ccc(C(=O)CCC(=O)N2CCCCCCC2)cc1 | -0.1 | -0.2 | -4 | 4
COC(=O)c1ccc(/C=c2\sc3nc4cc(C)c(C)cc4n3c2=O)cc1 | -0.1 | 1.1 | 4 | 6
COc1ccc(/C(O)=C2\C(=O)C(=O)N(Cc3cccnc3)C2c2ccc(O)cc2)c(C)c1 (stereo not given) | -0.4 | -0.3 | -3 | -2
CCOc1cc(/C=C2\C(=O)NC(=O)N(c3ccc(O)cc3)C2=O)cc(Cl)c1O | 0.0 | -1.3 | -3 | 23
Cc1nc2c(SCC(=O)N3CCCC3)nnc(-c3ccccc3)c2s1 | -0.1 | -0.9 | -8 | 16
COc1ccc(C(=O)Nc2ccc(S(=O)(=O)NCCc3ccccc3)cc2)cc1 | -0.3 | 0.2 | 10 | 14
C=C(C)CN1C(=O)NC(CC)(C2CCN(C(=O)/C(F)=C/c3ccccc3)CC2)C1=O (stereo not given) | 0.1 | 1.0 | 10 | 1
COC(=O)c1cn(NC(=O)c2ccccc2[N+](=O)[O-])c(=O)c2ccccc12 | 0.0 | -0.5 | 14 | 5
COc1cc(S(=O)(=O)N2CCOCC2)ccc1F | 0.1 | 1.9 | 6 | 0
CCOC(=O)c1cnc(SC)nc1N(C)CC#N | 0.1 | -1.1 | -4 | 19
O=C(CSc1nnnn1-c1ccccc1)Nc1ccc2nc(SCC(=O)N3CCc4ccccc43)sc2c1 | 0.1 | 0.2 | 15 | 19
Cc1cc(S(=O)(=O)N2CCCOC2CNC(=O)C(=O)NCc2ccccc2)ccc1F (stereo not given) | 0.0 | -0.3 | 1 | -15
Cc1cc(=O)oc2cc(OCc3ccccc3)c(O)cc12 | -0.1 | 0.7 | -13 | 3
CCN1C(=O)/C(=C/c2ccc(SC)cc2)SC1=S | 0.1 | -0.1 | -4 | -6
CC(=O)N1CC(C)C(=O)N(C(C)=O)c2ccccc21 (stereo not given) | 0.2 | -1.2 | 6 | -11
CCOC(=O)C1=C(CN2c3ccccc3CC2C)NC(=O)NC1c1ccccc1 (stereo not given) | -0.3 | -0.3 | 1 | 0
O=S(=O)(NCCc1ccccn1)c1ccc(Cl)c(C(F)(F)F)c1 | -0.2 | 0.2 | -5 | -5
Nc1ncnc(Nc2ccc(Br)cc2)n1 | 0.0 | -1.8 | -4 | 10

Of the compounds above, two contain a cyano group.
SMILES | FBW7 act | GPR151 activ | TEAD-YAP block | MITF primary
COc1cc(C2C(C#N)=C(N)Oc3c2c(C)nn3-c2ccccc2)cc(OC)c1OC (stereo not given) | 0.1 | 0.8 | -3 | -8
CCOC(=O)c1cnc(SC)nc1N(C)CC#N | 0.1 | -1.1 | -4 | 19

Some entries already given, showing only GPR151 activ and MITF primary:
SMILES	GPR151 activ	MITF primary
O=C(CSc1nnnn1-c1ccccc1)Nc1ccc2nc(SCC(=O)N3CCc4ccccc43)sc2c1	0.2	19
Cc1cc(S(=O)(=O)N2CCCOC2CNC(=O)C(=O)NCc2ccccc2)ccc1F (stereo not given)	-0.3	-15

The results go on:
SMILES | FBW7 act | GPR151 activ | TEAD-YAP block | MITF primary
O=C1CSC2=NCN(c3ccc4c(c3)OCO4)CN12 | -0.3 | 0.5 | -19 | -2
COCCNC(=O)Cn1nc2c(c1NC(=O)CC1CCCC1)CSC2 | 0.3 | 0.0 | 3 | 9
CCOC(=O)COc1ccc(S(=O)(=O)Nc2ccc(Oc3ccccc3)cc2)cc1 | 0.2 | -0.2 | -8 | 4
OC1(c2cccnc2)CCN(Cc2ccc3c(c2)CN(Cc2nccs2)CCO3)CC1 | -0.1 | 0.3 | -1 | 8
COc1cccc(C2c3[nH]c4ccccc4c3CCN2C(=O)c2ncc(C)[nH]2)c1 (stereo not given) | 0.0 | -0.3 | -1 | 0
CC(C)C(=O)N1CCN(c2ccc(NC(=O)c3ccccc3F)cc2)CC1 | -0.2 | -1.3 | 4 | -11
CC(CCc1ccccc1)Nc1cc(N2CCCC2)ccc1[N+](=O)[O-] (stereo not given) | -0.3 | 1.1 | 2 | 19
C=CCn1c(=O)/c(=C\c2cccs2)s/c1=C(/C#N)C(=O)N1CCCC1 | 0.4 | 1.4 | 1 | 2
COCC(=O)Nc1cnn(-c2ccc(C(=O)N3CCN(Cc4ncccc4C)CC3)cc2)c1 | -0.3 | -0.4 | 1 | 1
CC(=O)Nc1cccc(NC(=S)Nc2ccc(F)cc2F)c1 | -0.1 | -0.2 | 6 | 1
COc1ccc(NC(=O)CCCN2C(=O)c3ccccc3C2=O)c([N+](=O)[O-])c1 | 0.4 | -0.3 | 4 | 11
O=C1CC(c2ccccc2)=NN1c1nc(-c2ccccc2)cs1 | -0.1 | 0.5 | -10 | -7
CCSCCOC(=O)C1=C(C)NC(=O)NC1c1ccc2c(c1)OCO2 (stereo not given) | 0.1 | 0.6 | 12 | 16
Cc1ccccc1-c1nn2c(C3COc4ccccc4O3)nnc2s1 (stereo not given) | 0.0 | 0.8 | -8 | 20

Arranged by heavy-atom count (smallest number first): five of the compounds above
SMILES | FBW7 act | GPR151 activ | TEAD-YAP block | MITF primary
CC(CCc1ccccc1)Nc1cc(N2CCCC2)ccc1[N+](=O)[O-] (stereo not given) | -0.3 | 1.1 | 2 | 19
CC(C)C(=O)N1CCN(c2ccc(NC(=O)c3ccccc3F)cc2)CC1 | -0.2 | -1.3 | 4 | -11
COc1cccc(C2c3[nH]c4ccccc4c3CCN2C(=O)c2ncc(C)[nH]2)c1 (stereo not given) | 0.0 | -0.3 | -1 | 0
CCOC(=O)COc1ccc(S(=O)(=O)Nc2ccc(Oc3ccccc3)cc2)cc1 | 0.2 | -0.2 | -8 | 4
OC1(c2cccnc2)CCN(Cc2ccc3c(c2)CN(Cc2nccs2)CCO3)CC1 | -0.1 | 0.3 | -1 | 8
